sPLA2-III inh – human group III sPLA2 inhibitors, primary screen, biochemical, QFRET, BODIPY PC-A2 liposome substrate; Group 3 secretory phospholipase A2 (Homo sapiens), Q9NZ20; QFRET BODIPY PC-A2 liposome hydrolysis, fluorescence; inhibition, % at 12.2 µM; hit rate 0.56% among 370,000; AID 743126, 2013;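 active = inhibition above mean plus 3 SD of compounds lying within the high and low control bounds, cut at about 19% in these data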;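 note: 0% = median of test compound wells and 100% = no enzyme DMSO wells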
hgDAF12 agonist – H. glycines DAF-12 receptor agonists, primary screen, cell-based, luminescence, HEK293, GAL4 fusion, UAS-luciferase; hit rate 1.8% among 370,000; activation, % at 6.8 µM; HEK293 GAL4-hgDAF12 UAS-luciferase reporter, agonist luminescence; normalized to butyrate control; AID 687014, 2013; Nuclear hormone receptor DAF-12 (Heterodera glycines), GAL4 fusion;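 active = activation above a cutoff set at the mean of all screened compounds plus 3 SD, cut at about 10% in these data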;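 note: 0% = DMSO wells and 100% = sodium butyrate wells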
hcDAF12 agonist – H. contortus DAF-12 nuclear receptor activators, primary screen, cell-based, luminescence, HEK293, lit1-tk-luc reporter | HEK293 hcDAF-12 lit1-tk-luc reporter; 0% DMSO, 100% Δ7-dafachronic acid | activation, % at 6.8 µM | hit rate 1.4% among 370,000 | AID 652067, 2013;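 active = activation above the mean of all tested compounds plus 3 SD, cut at about 5.5% in these data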;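 note: 100% = response to 3 µM Δ7-dafachronic acid high control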
PLC-beta3 inh – human PLC-beta3 inhibitors, primary screen, biochemical, fluorescence; Purified PLC-beta3, fluorogenic substrate; inhibition, % at 12.2 µM; hit rate 0.18% among 370,000; 1-phosphatidylinositol 4,5-bisphosphate phosphodiesterase beta-3 (Homo sapiens), Q01970; in the data active = inhibition above about 11%;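 note: 0% = median of compound wells on plate and 100% = full blocker control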
Target sequence (Q01970 whole entry, looked up): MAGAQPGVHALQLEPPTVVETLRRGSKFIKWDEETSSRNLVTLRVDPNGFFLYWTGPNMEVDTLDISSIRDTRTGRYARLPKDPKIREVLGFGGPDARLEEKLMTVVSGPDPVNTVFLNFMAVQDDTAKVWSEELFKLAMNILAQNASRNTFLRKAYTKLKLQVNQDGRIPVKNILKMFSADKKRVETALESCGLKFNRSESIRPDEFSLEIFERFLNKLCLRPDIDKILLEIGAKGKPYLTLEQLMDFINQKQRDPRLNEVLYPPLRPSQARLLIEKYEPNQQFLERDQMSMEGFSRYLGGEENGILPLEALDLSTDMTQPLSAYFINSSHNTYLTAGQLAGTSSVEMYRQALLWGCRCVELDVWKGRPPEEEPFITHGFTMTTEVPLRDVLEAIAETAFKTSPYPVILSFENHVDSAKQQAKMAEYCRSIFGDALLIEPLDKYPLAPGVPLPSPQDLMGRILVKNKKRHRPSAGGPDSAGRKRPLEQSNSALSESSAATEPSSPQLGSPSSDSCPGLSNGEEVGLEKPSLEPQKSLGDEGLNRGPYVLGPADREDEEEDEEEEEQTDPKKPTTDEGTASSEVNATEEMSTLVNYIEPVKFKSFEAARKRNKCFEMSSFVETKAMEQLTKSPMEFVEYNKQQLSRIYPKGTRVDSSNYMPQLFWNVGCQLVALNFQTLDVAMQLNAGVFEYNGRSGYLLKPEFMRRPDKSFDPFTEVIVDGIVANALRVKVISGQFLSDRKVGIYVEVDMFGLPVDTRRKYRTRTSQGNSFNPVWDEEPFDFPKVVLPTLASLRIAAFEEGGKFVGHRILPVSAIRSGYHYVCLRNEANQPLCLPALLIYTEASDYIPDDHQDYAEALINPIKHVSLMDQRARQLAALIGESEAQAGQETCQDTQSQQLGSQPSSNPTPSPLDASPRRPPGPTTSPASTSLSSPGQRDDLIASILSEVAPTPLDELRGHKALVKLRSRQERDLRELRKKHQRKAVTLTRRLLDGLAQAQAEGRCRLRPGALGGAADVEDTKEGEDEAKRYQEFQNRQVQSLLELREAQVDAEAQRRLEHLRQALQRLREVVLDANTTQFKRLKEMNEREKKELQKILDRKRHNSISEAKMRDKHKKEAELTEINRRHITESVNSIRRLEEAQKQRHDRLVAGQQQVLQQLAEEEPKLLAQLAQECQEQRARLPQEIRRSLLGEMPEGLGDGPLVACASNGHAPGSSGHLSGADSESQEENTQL
PLC-gamma1 inh – PLC-gamma1 enzyme inhibitors, primary screen, biochemical, fluorescence, purified enzyme; AID 720700, 2013; fluorogenic substrate; hit rate 0.84% among 370,000; inhibition, % at 12.2 µM; 1-phosphatidylinositol 4,5-bisphosphate phosphodiesterase gamma-1 (Homo sapiens), P19174; in the data active = inhibition above about 9.5%
DAX1 inh-1 – DAX1 (NR0B1) inhibitors, primary screen, cell-based, HEK293, Gal4-DAX1, luciferase luminescence; HEK293 Gal4-DAX1 luciferase reporter; AID 504766, 2011; Nuclear receptor subfamily 0 group B member 1 (Homo sapiens), P51843; hit rate 0.99% among 340,000; inhibition, % at 6.75 µM;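 active = inhibition above the mean over all tested compounds plus 3 SD, cut at about 4.2% in these data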;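 note: 0% = DAX1-transfected cells with DMSO and 100% = empty-vector control cells with DMSO; inhibition shows as a rise in luminescence from relieved DAX1 repression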
GAA850 FXN act – FXN promoter activators, primary screen, cell-based, luciferase luminescence, HEK293 lucGAA850. HEK293 lucGAA850 FXN promoter luciferase reporter, 24 h; percent of 10 µM SAHA response. activation, % at 6 µM. hit rate 0.56% among 360,000;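 active = activation above the average of all compounds screened plus 3 SD, cutoff fixed separately per campaign, cut at about 7.5% in these data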;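 note: 0% = DMSO wells and 100% = 10 µM SAHA wells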
ADAM17 inh – ADAM17 inhibitors, primary screen, biochemical, QFRET | Disintegrin and metalloproteinase domain-containing protein 17 (Homo sapiens), P78536 | recombinant ADAM17, EDANS/DABCYL FRET peptide cleavage | inhibition, % at 6.95 µM | hit rate 0.83% among 370,000;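 active = inhibition above the mean of compounds lying between control limits plus 3 SD, set per campaign, cut at about 8.5% in these data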;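 note: 0% = DMSO-only wells as the low control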
ADAM10 inh – human ADAM10 inhibitors, primary screen, biochemical, QFRET, HTS | recombinant ADAM10, EDANS/DABCYL FRET peptide cleavage, 3 h | inhibition, % at 7 µM | hit rate 0.62% among 370,000 | AID 720582, 2013;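 active = inhibition above a per-campaign cutoff equal to the mean of compounds falling between control-based bounds plus 3 SD, cut at about 20% in these data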;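 note: 0% = DMSO wells while the 100% control is not disclosed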
ssDAF12 agonist – S. stercoralis DAF-12 nuclear receptor activators, primary screen, cell-based, luminescence, HEK293, GRIP1 co-expression, lit1-tk-luc. Nuclear hormone receptor DAF-12 (Strongyloides stercoralis). HEK293 ssDAF-12/GRIP1 lit1-tk-luc reporter; % of 3 µM dafachronic acid response. activation, % at 6.8 µM. hit rate 1% among 370,000. AID 652126, 2013;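 active = activation above the mean over all tested compounds plus 3 SD, cut at about 0.9% in these data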;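 note: 0% = DMSO-only wells and 100% = 3 µM delta7-dafachronic acid wells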
DAX1 inh-2 – DAX1 (NR0B1) inhibitors on StAR promoter, primary screen, cell-based, luminescence, SF-1 (NR5A1), full-length DAX-1 | HEK293T StAR-luciferase reporter, SF-1/DAX-1 repression relief | inhibition, % at 6.8 µM | hit rate 1.1% among 370,000 | AID 652010, 2013;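 active = inhibition above the mean over all tested compounds plus 3 SD, cut at about 3.6% in these data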;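 note: 0% = DAX-1 cells with DMSO and 100% = cells lacking DAX-1 with DMSO; higher inhibition means more luminescence from relief of DAX-1 repression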
Active calls of the source: *; i = inactive; x = no result given. Rows were taken by chance, and some 6.9% of all compounds hit somewhere here.

The opening 2 records as a preview:
SMILES	sPLA2-III inh	hgDAF12 agonist	hcDAF12 agonist	PLC-beta3 inh	PLC-gamma1 inh	DAX1 inh-1	GAA850 FXN act	ADAM17 inh	ADAM10 inh	ssDAF12 agonist	DAX1 inh-2
COC(=O)c1ccc(C2=NOC(C)(c3sc(-c4ccccc4)nc3C)C2)cc1 (centres undefined)	-5	1.6	-0.6	0	0	0.1	1.0	-6	-2	-1.2	0.0
CC(=O)NC(Cc1cc(C)ccc1C)C(=O)N1CCN(C(=O)c2ccccc2Br)CC1 (centres undefined)	-3	5.2	0.9	2	2	1.1	0.7	0	1	-0.7	0.8

Main list, from the start:
SMILES	sPLA2-III inh	hgDAF12 agonist	hcDAF12 agonist	PLC-beta3 inh	PLC-gamma1 inh	DAX1 inh-1	GAA850 FXN act	ADAM17 inh	ADAM10 inh	ssDAF12 agonist	DAX1 inh-2
COC(=O)c1ccc(C2=NOC(C)(c3sc(-c4ccccc4)nc3C)C2)cc1 (centres undefined)	-5	1.6	-0.6	0	0	0.1	1.0	-6	-2	-1.2	0.0
CC(=O)NC(Cc1cc(C)ccc1C)C(=O)N1CCN(C(=O)c2ccccc2Br)CC1 (centres undefined)	-3	5.2	0.9	2	2	1.1	0.7	0	1	-0.7	0.8
CC(=NO)C1CCC2C3CCC4CC(=NO)CCC4(C)C3C(C)(O)CC12C (centres undefined)	-4	0.0	-1.5	1	2	-2.0	-2.6	-3	-3	-1.1	-1.1
CCCc1nc2ccc(Cl)cn2c1Cc1cccc(Cl)c1	8	2.6	-1.1	-18	-7	x	x	-10	-26	-1.0	0.4
Cc1ccc(S(=O)(=O)CCC(=O)Nc2nc3c(s2)CCCC3)cc1	-3	-1.6	-1.5	-1	2	-0.2	-3.5	1	-2	-1.6	0.0
CCCOc1ccc(Cl)cc1/C=C1/C(=O)ON=C1C	1	1.1	-2.2	-6	2	2.0	0.9	-3	-3	-1.4	-0.1
c1ccc(CCCCN2C(Nc3ccccc3)=NC[C@@H]2Cc2ccccc2)cc1	6	2.0	-0.5	1	8	-0.3	-0.5	-1	5	-1.2	-0.3
COc1ccc(NC(=O)c2cc(S(=O)(=O)N3CCCC3)cn2C)cc1Cl	1	0.6	-0.1	4	3	-0.7	0.1	1	2	-1.1	0.3
CCN(CC)CC(C)(C)COC(=O)c1oc2ccccc2c1C	9	1.0	0.1	-7	2	0.7	0.1	-6	-1	-1.6	-0.1
Cc1ccc(CNC(=O)c2nnn(CC(=O)Nc3cccc(C)c3C)c2N)cc1	3	-1.7	-1.2	-2	2	0.6	-1.2	3	-1	-0.6	-0.3
CCC[C@H]1[C@@H](OC(=O)NCCc2ccccc2)CC[C@@]23CCCN2C(=O)CCC[C@@H]13	7	-3.9	0.0	1	1	x	x	-5	-10	-1.7	x
COc1cccc(C(=O)N(Cc2ccccc2)Cc2cc3cc4c(cc3[nH]c2=O)OCCO4)c1	-1	-3.7	-1.0	-12	-7	0.7	-1.7	-21	-71	-0.7	-0.4
CC(=O)Nc1cccc(-c2ccnc3c2CC(C(=O)NCCc2ccccc2)O3)c1 (centres undefined)	5	1.4	0.1	-2	2	x	-4.4	-5	-10	-1.1	-2.5
O=C(Nc1nnc(-c2cccnc2)o1)c1cccc(Cl)c1	-3	-0.4	0.1	-11	1	0.8	-0.3	-16	-32	-1.6	-0.6
Cc1nc2sc3c(c2c(=O)o1)CC(C)(C)OC3	2	-2.2	-1.9	-1	5	-0.4	-1.3	0	6	-0.7	-0.2
CCOC(=O)N1CCN(C(=O)c2cccn3c(=O)c4sccc4nc23)CC1	5	-1.3	-1.3	i	i	2.7	0.8	-482	i	-1.0	-0.1
O=C(NC(=S)Nn1cnnc1)c1ccccc1	1	2.3	-1.6	3	0	1.1	0.4	2	2	-1.1	0.3
CC1Cc2ccccc2N1C(=O)CSc1nc2ccccc2o1 (centres undefined)	-3	6.2	-0.6	0	-2	0.8	-0.1	2	3	-1.0	0.0
O=C(c1ccc(=O)[nH]c1)N(Cc1cccs1)C1(C(=O)NC2CCCC2)CCCCC1	-2	0.4	0.6	1	-1	0.1	4.6	-1	0	-1.5	-0.3
COc1ccc(CNC(=O)COC(=O)c2c(C)nn(-c3ccccc3)c2C)cc1OC	2	-3.2	-2.1	0	4	0.7	-0.2	2	-11	-1.2	-1.4
C=CCNC(=S)NNC(=O)c1ccc(C)c(Cl)c1	23*	1.2	-0.9	2	13*	1.3	-0.3	12*	12	-1.9	1.6
O=C(CN1CCN(CC(=O)Nc2cccc(F)c2)CC1)NCC1(N2CCOCC2)CCCCC1	0	0.5	-1.5	-3	0	-0.2	1.8	-3	0	-1.1	1.6
C[C@]12c3[nH]c4ccccc4c3CCN1C(=O)C(CC(=O)NCC13CC4CC(CC(C4)C1)C3)C[C@@H]2C(=O)N1CCOCC1 (some centres undefined)	-15	-0.1	0.3	5	3	-0.8	-1.1	1	7	-0.5	-1.1
Cc1cc(C)c2nc(-c3ccccn3)cc(C(=O)n3cccn3)c2c1	7	0.8	2.6	-33	-19	0.3	0.1	-34	-87	-0.5	1.7
CC(C)S(=O)(=O)c1ccc(C(=O)Nc2ccc(F)cc2F)cn1	3	3.2	-2.3	2	-1	0.2	1.6	4	7	-2.1	0.5

Already shown: an excerpt of the list.
SMILES	sPLA2-III inh	hgDAF12 agonist	hcDAF12 agonist	PLC-beta3 inh	PLC-gamma1 inh	DAX1 inh-1	GAA850 FXN act	ADAM17 inh	ADAM10 inh	ssDAF12 agonist	DAX1 inh-2
c1ccc(CCCCN2C(Nc3ccccc3)=NC[C@@H]2Cc2ccccc2)cc1	6	2.0	-0.5	1	8	-0.3	-0.5	-1	5	-1.2	-0.3
COc1ccc(NC(=O)c2cc(S(=O)(=O)N3CCCC3)cn2C)cc1Cl	1	0.6	-0.1	4	3	-0.7	0.1	1	2	-1.1	0.3

Remaining list, next part.
SMILES	sPLA2-III inh	hgDAF12 agonist	hcDAF12 agonist	PLC-beta3 inh	PLC-gamma1 inh	DAX1 inh-1	GAA850 FXN act	ADAM17 inh	ADAM10 inh	ssDAF12 agonist	DAX1 inh-2
CC1(C)Oc2cc(N)c([N+](=O)[O-])cc2O1	-4	2.6	-1.5	10	32*	0.6	3.0	3	6	-0.6	1.0
CC(C)C[C@@H](CN)NC(=O)c1nc[nH]c1C(=O)N[C@@H](Cc1c[nH]c2ccccc12)C(=O)CNC[C@H](C)NC(=O)c1nc[nH]c1C(=O)N[C@@H](C)C(=O)O	-19	0.0	2.2	-6	-1	-0.9	-0.5	-7	-16	-0.8	0.2
N#CC(CCc1ccccn1)c1ccccc1 (centres undefined)	16	4.1	0.2	0	-2	2.9	1.3	-8	-10	-0.9	-0.9
COc1ccc(S(=O)(=O)N2CCCOC2CNC(=O)C(=O)NCc2ccccc2F)cc1C (centres undefined)	-11	-2.5	-1.6	-6	-2	-0.6	-1.4	1	0	-1.5	-1.1
CCN(CC)S(=O)(=O)c1ccc(N/N=C(\C)c2cccnc2)nc1	-1	-4.8	-2.0	-9	-3	0.1	1.0	-1	7	-0.8	0.5
COc1ccc(/C=C(\NC(=O)c2ccco2)C(=O)N2CCOCC2)cc1	6	0.6	2.2	-1	-1	1.6	2.6	0	14	-1.2	0.0
Cc1cc(Br)ccc1SCC(=O)OCC(O)=C(C#N)c1nc2ccccc2[nH]1	9	-0.4	3.9	-13	-6	0.1	3.3	-2	-18	-0.6	0.6
Nc1nc2ccc(C(=O)NC3CCCCC3)cc2s1	5	1.0	1.6	1	1	1.1	0.5	-5	3	0.1	0.5
O=C(N/N=C1/CCSC1)c1cc(Br)ccc1O	15	1.0	3.2	-48	-43	-0.8	1.3	-18	-51	-1.0	0.2
Fc1ccccc1C1c2[nH]c3ccccc3c2CCN1Cc1cccn1-c1ncccn1 (centres undefined)	-16	2.6	2.5	-11	-12	0.3	-0.5	-2	-8	-0.4	-0.3
Cc1cc(NC(=O)c2ccccc2Cl)c(C(C)C)cc1O	-5	-0.2	-0.9	1	2	1.7	-2.2	-1	-2	-1.4	-0.3
O=S(=O)(Nc1n[nH]c(C(F)(F)F)n1)c1ccccc1	1	-0.4	0.1	4	2	0.4	1.4	-3	6	-1.5	-0.2
NN=C1c2ccccc2C(=O)C1C(=O)C(c1ccccc1)c1ccccc1 (centres undefined)	-25	1.7	2.1	-222	-184	3.7	0.1	5	6	-0.1	1.2
CC(=O)NC(CC(=O)Nc1ccc(S(=O)(=O)N2CCCC2)cc1)c1ccccc1 (centres undefined)	3	-1.4	-1.8	2	6	-1.5	-3.1	0	3	-0.1	-0.6
CCC(=O)Nc1ccc2nc(C3CC3)n(Cc3ccc(C(C)(C)C)cc3)c(=O)c2c1	-1	5.9	1.2	-6	3	4.2	3.1	1	4	-1.2	2.4

Looked up above:
sPLA2-III inh with O=S(=O)(Nc1n[nH]c(C(F)(F)F)n1)c1ccccc1 : 1
hgDAF12 agonist with CC(=O)NC(CC(=O)Nc1ccc(S(=O)(=O)N2CCCC2)cc1)c1ccccc1 (centres undefined) : -1.4
PLC-beta3 inh with NN=C1c2ccccc2C(=O)C1C(=O)C(c1ccccc1)c1ccccc1 (centres undefined) : -222
